Screens (PubChem)
USP2a block = blocks human ubiquitin-specific protease USP2a; USP2 core, Ub-CHOP2 coupled fluorogenic reporter, 485/531; Potency, µM (titrated, usually from 38.3 µM), without a hit: at the highest dose activity change, negative = inhibition, usual class: inhibitors; 330,000 tested, 0.01% active; AID 463254;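 note: potency is the fitted concentration of half-maximal effect; plate controls were DMSO wells for no effect and full inhibition by NEM control for full effect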
Target sequence (O75604 whole entry, looked up): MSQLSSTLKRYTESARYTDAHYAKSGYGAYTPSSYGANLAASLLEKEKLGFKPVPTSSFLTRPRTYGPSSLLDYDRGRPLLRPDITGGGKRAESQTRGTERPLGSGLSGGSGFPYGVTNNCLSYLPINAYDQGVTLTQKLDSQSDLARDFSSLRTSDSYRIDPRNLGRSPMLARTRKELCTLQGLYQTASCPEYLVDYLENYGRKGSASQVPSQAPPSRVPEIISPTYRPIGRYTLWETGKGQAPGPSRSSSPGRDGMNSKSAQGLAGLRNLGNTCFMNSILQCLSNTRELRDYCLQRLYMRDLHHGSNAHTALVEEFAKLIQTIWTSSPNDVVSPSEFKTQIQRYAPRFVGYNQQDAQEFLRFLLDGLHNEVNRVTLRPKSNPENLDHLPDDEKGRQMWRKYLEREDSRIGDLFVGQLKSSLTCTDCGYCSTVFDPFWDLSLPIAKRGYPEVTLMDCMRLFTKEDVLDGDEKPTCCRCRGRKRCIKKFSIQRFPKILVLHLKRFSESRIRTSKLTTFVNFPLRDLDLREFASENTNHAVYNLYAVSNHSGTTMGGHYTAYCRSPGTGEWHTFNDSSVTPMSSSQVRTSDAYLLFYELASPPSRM
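USP2 core (10nM final) preincubated 30min RT with compound in 20mM Tris-HCl pH 8.0, 2mM CaCl2, 2mM beta-mercaptoethanol, 0.05% CHAPS; 25nM Ub-CHOP2 plus 25nM reporter substrate added, fluorescence (Ex485/Em531) read after 60min.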
uPA generation = blocks generation of uPA at the cell surface. AID 540303. Potency, µM (top dose mostly 38.3 µM), without a hit: top-dose activity change, negative = inhibition, usual class: inhibitors. 330,000 tested, 0.31% active. cell surface uPA generation assay, qHTS; active = well fitted inhibition curve with a large enough effect; inconclusive = small, poorly fitted or top-dose-only effect; inactive = no such curve, though single readings can be large or run the other way; tested in mouse RAW 264.7 cells; note: potency is the fitted concentration of half-maximal effect; % is set by controls: 0 for no effect and ±100 for the full control effect; nearly all actives have a fitted effect of over 55% in size
BRCA1 expr act = activators of BRCA1 expression; MCF7-BRCA1-FFLuc reporter, luminescence, 48 h; response scale: scaled: vehicle 0%, 10 µM genistein 100%; Potency, µM (doses to about 46.1 µM), for inactives: at the highest dose activation, hits mostly activators; 380,000 tested, 1.1% active; AID 624202; note: potency is the fitted concentration of half-maximal effect; nearly all actives have a fitted effect of over 80% in size; some results filed as inactive show a strong effect at the top dose
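MCF7 cells carrying a BRCA1-firefly luciferase reporter (2000 cells/well, phenol-red free MEM) were attached for 2 h at 37 °C, then given compounds for 48 h. Luminescence was read 15 min after luciferase reagent; activity normalized to genistein (10 microM) and DMSO.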
S-ASM inh = human S-ASM enzyme inhibition. AID 504937. placental ASM, HMU-PC fluorogenic substrate, 60 min. 340,000 tested, 0.006% active. Potency, µM (doses to about 57.5 µM), for inactives: top-dose activity change, negative = inhibition, actives largely listed as inhibitors. P17405; note: potency is the fitted concentration of half-maximal effect
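Fluorescence read-out (Ex 386 nm, Em 447 nm) after stopping the reaction at pH 10. Enzyme: ASM from human placenta; substrate HMU-PC0, 9 uM final; 60 min, 37 °C. Compound preincubation 10 min, ambient temperature.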
p53 reactivator = mutant p53 re-activation in reporter cells. H1299 p53-A138V BP100-luciferase reporter, luminescence, 24 h. Potency, µM (doses to about 92.2 µM), without a hit: at the highest dose activity change, positive = activation, hits mostly activators. 320,000 tested, 0.063% active. AID 504706; note: potency is the fitted concentration of half-maximal effect; % of control where 0% means no effect; nearly all actives have a fitted effect of over 45% in size
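p53-null H1299 cells stably carrying temperature-sensitive p53-A138V and a BP100-luciferase reporter were pinned with compounds (4-point, 1:5 series) and held 24 hrs at 37 deg C. Luminescence was read 10 min after detection reagent.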
TRPV1 ag = human TRPV1 agonism. AID 540275. Q8NER1. TRPV1-expressing cells, Fluo-8 calcium influx, agonist mode. 320,000 tested, 0.19% active. activation, % at 8.33 µM; in the data active = activation above about 80%; inconclusive = between about 30% and that limit; note: 0% is about no effect
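Cells expressing TRPV1 were dye-loaded with Fluo-8 and read kinetically: 10 s baseline, 3 min after compound (agonist portion), then 2 min after EC20 capsaicin (allosteric enhancer portion). Calcium-bound dye fluorescence at 480/520 nm.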
ELG1 genotox = inducers of genotoxicity in HEK293T ELG1-luciferase cells; Potency, µM (series often up to 46 µM), without a hit: at the top dose activity change, positive = activation, usual class: activators; HEK293T ELG1-luciferase reporter, luminescence, 16 h; 330,000 tested, 1.3% active; AID 504466; note: potency is the fitted concentration of half-maximal effect; % of control where 0% means no effect; nearly all actives have a fitted effect of over 60% in size
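HEK293T cells expressing luciferase-tagged ELG1 were treated with compound or DMSO for 16 hr at 37°C. Luciferase activity was then read after 30 min with ONE-Glo at room temperature; rising signal flags genetic stress.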
Eya2 inh = blocks the phosphatase activity of human Eya2. AID 488837. 330,000 tested, 0.006% active. Potency, µM (highest dose often 76.9 µM), for inactives: top-dose activity, negative = inhibition, usual class: inhibitors. recombinant Eya2, OMFP fluorescence dephosphorylation (OMFP is methylfluorescein phosphate); note: potency is the fitted concentration of half-maximal effect; % is set by controls: 0 for no effect and ±100 for the full control effect
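Eya2 (0.2 uM) preincubated 10 min at ambient with compound, then OMFP substrate added at 50 uM; 10 min reaction in 50 mM HEPES pH 7.5, 50 mM NaCl, 5 uM MgCl2, 0.05% BSA, 1 mM DTT. Fluorescence read at Ex 485/Em 525 nm.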
a7 integrin act = activators of alpha7 integrin expression for muscular dystrophy; alpha7betagal myoblasts, beta-gal FDG fluorescence, 48 h; Potency, µM (highest dose often 38.3 µM), for the others: top-dose activation, usual class: activators; 350,000 tested, 0.064% active; AID 624291;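 note: potency is the fitted concentration of half-maximal effect; 100% = response of the positive control SU9516; nearly all actives have a fitted effect of over 60% in size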
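Alpha7betagal+/- myoblasts (passage 13) were plated 16-24 hr, then exposed to compounds (1:260 dilution of DMSO stock) for 48 hours at 37C. After MPER lysis, β-galactosidase reporter activity was read as FDG fluorescence (ex 480/em 540) after 30 minutes.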
B2AR arrestin = recruits beta-arrestin to the human beta2-adrenergic receptor | AID 492947 | beta-arrestin recruitment to beta2AR, cell-based reporter | Potency, µM (titrated, usually from 46.1 µM), without a hit: at the highest dose activation, hits mostly activators | 330,000 tested, 0.02% active;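 note: potency is the fitted concentration of half-maximal effect; 0% = DMSO controls and full agonism = EC100 isoproterenol or metaproterenol; nearly all actives have a fitted effect of over 65% in size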
Target sequence (P07550 whole entry, looked up): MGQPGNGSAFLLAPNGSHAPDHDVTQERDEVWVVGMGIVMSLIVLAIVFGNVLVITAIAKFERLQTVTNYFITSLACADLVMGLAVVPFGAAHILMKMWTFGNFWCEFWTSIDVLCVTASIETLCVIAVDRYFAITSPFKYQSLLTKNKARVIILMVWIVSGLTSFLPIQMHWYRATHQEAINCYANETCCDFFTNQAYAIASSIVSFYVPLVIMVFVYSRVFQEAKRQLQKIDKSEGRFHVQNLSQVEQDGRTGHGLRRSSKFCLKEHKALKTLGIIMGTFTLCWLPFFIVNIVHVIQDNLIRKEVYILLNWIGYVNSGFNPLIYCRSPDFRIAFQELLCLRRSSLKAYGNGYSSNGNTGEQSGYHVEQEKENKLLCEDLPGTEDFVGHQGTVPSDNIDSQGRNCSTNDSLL
TSG101-PTAP inh = blocks PTAP/TSG101 interaction to inhibit HIV-1 budding; Q99816; Fluorescence polarization, FITC-PTAP peptide / Tsg101 binding; Potency, µM (highest dose often 115 µM), inactives show top-dose activity change, negative = inhibition, actives largely listed as inhibitors; 340,000 tested, under 10 active; AID 493005; active = well fitted inhibition curve with a large enough effect in the main read-out, with a control signal flat, not every such curve was filed as active; inconclusive = small, poorly fitted or top-dose-only effect, or effect the other way, or a change in a side signal; inactive = no such curve, though single readings can be large or run the other way; note: potency is the fitted concentration of half-maximal effect; % of control where 0% means no effect
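Steps: Tsg101 binding domain dispensed (10 uM final), compounds pinned in DMSO, FITC-labeled PTAP-motif peptide added (50 nM final); after 20 min binding at room temperature, polarization measured.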
Numbers without * were called inactive; ? = inconclusive; . = no result given; [ ] = remark or other dose. Unless noted, calls come from the whole dose curve; as a rule, active = well fitted curve in the direction sought with a large enough effect; inconclusive = small, poorly fitted or top-dose-only effect, or another doubt; inactive = no such curve, though single readings can be large; an effect the other way counts as inactive or inconclusive.

Each structure is followed by: USP2a block | uPA generation | BRCA1 expr act | S-ASM inh | p53 reactivator | TRPV1 ag | ELG1 genotox | Eya2 inh | a7 integrin act | B2AR arrestin | TSG101-PTAP inh
CCN(CC)S(=O)(=O)c1cccc(NC(=O)CCNC(=O)c2ccc([N+](=O)[O-])cc2)c1
    6% | -1% | 11% | -9% | -6% | -3 | -5% | -3% | 0% | -0.3% | -1%
COc1cc(/C=N/NC(=O)c2ccc(NS(=O)(=O)c3cccs3)cc2)cc(OC)c1O
    2% | 10% | 27% | -16% | 8% | -4 | -1% | -7% | ? | -0.2% | -6%
COc1cc(C2/C(=C(\O)c3ccc4c(c3)OCCO4)C(=O)C(=O)N2Cc2ccccc2)ccc1O (stereo unspecified)
    4% | 2% | 5% | 3% | -2% | -6 | 3% | 8% | ? | 0.2% | -1%
COc1cc(C2c3[nH]c4ccccc4c3C[C@@H]3C(=O)N(Cc4ccco4)CC(=O)N23)cc(OC)c1OC (stereo partly specified)
    4% | -10% | -17% | -6% | -7% | 1 | -10% | -7% | 0% | -1.1% | 0%
O=C(CCCCl)NC(=S)Nc1cc(C(F)(F)F)ccc1N1CCOCC1
    -4% | -21% | -23% | -12% | -7% | ? | 0% | -4% | -48%[inhibitor] | -0.6% | 0%
CC(=O)[C@@]1(O)C(C)CC2C3C=C(C)C4=Cc5c(cnn5-c5ccccc5)C[C@]4(C)C3C(O)C[C@@]21C (stereo partly specified)
    -8% | -18% | -86% | -22% | -11% | 5 | -1% | -6% | -59%[inhibitor] | -0.2% | -3%
CCN1C(=O)N[C@@H](c2ccc(Br)cc2)C(C(C)=O)=C1C
    . | 8% | 7% | 5% | . | . | . | . | 14% | . | -1%
Cc1c(C(=O)NCC2CCCO2)sc2nc(-c3ccccc3)cn12 (stereo unspecified)
    2% | ? | 65% | -1% | ? | . | 7% | 3% | -13% | 0.4% | 0%
CN(C)CCNc1oc(-c2ccccc2F)nc1C#N
    0% | 13% | 6% | 9% | -1% | 0 | -5% | 6% | -5% | -0.2% | -5%
O=C(Nc1ccccc1C(=O)N1CCCC1)c1cccc(S(=O)(=O)N2CCCCC2)c1
    . | 10% | -22% | 2% | . | -3 | . | . | 22% | . | 1%
CCCCn1c(N)c(NCCC)c(=O)[nH]c1=O
    3% | 2% | -17% | 38%[activator] | -1% | -3 | 2% | -1% | -2% | -0.3% | -6%
Cc1ccc(C)c(OCc2nc3ccc(S(=O)(=O)Nc4c(C)n(C)n(-c5ccccc5)c4=O)cc3[nH]2)c1
    3% | -1% | 2% | -1% | -6% | 0 | -6% | 13% | 3% | 0.1% | -5%
CC(C)(C)c1[nH]ncc1[N+](=O)[O-]
    -2% | -3% | -10% | -1% | -3% | -3 | -5% | -6% | -11% | -1.3% | -3%
CCOc1cc(C2NC(=O)N(C)C(C)=C2[N+](=O)[O-])ccc1OC(C)=O (stereo unspecified)
    -2% | -1% | 2% | -2% | 0% | -1 | 1% | 5% | 10% | -0.1% | 0%
Cc1ccc(C(=O)NCc2n[nH]c(=S)n2-c2ccccc2)cc1[N+](=O)[O-]
    0% | 3% | -2% | 1% | -3% | 0 | 2% | -1% | 3% | 0.0% | -2%
Nc1nnc(SCC(=O)Nc2cc(S(=O)(=O)N3CCOCC3)ccc2N2CCCC2)s1
    1% | 5% | 11% | 3% | -7% | 1 | -1% | 9% | 6% | -0.7% | -5%
CCOC(=O)NC1(C(F)(F)F)NC(=O)N(c2ccc(F)cc2)C1=O (stereo unspecified)
    1% | 4% | -47% | 6% | -2% | 3 | 1% | 7% | -9% | -1.4% | -2%
CC(C)(C)C(=O)NC1(C(F)(F)F)NC(=O)N(c2ccccc2F)C1=O (stereo unspecified)
    -1% | -1% | -14% | -4% | -1% | 0 | 3% | 14% | 13% | -0.3% | -1%
O=c1nc(/C=C/c2ccccc2C(F)(F)F)cc(C(F)(F)F)[nH]1
    2% | -69% | -5% | 7% | . | -1 | -10% | 1% | -66%[inhibitor] | -0.9% | -3%
CCN(CC(=O)Nc1c(F)cccc1F)C(=O)C1CC(=O)N(c2ccccc2OC)C1 (stereo unspecified)
    0% | -26% | 2% | 3% | -15% | -4 | -4% | 17% | -10% | 0.6% | -2%
O=C(c1cc2ccccc2cc1O)N1CCN(c2ccccn2)CC1
    0% | 3% | -6% | 5% | -4% | -1 | 0% | -12% | -27% | -1.1% | 0%
Cc1[nH]c(=O)c(Cc2ccccc2)c(O)c1C#N
    . | 8% | 1% | 5% | . | . | . | . | ? | . | 0%
Cc1nc(C(=O)NC2CC2)sc1C1(C)CC(c2cccc([N+](=O)[O-])c2)=NO1 (stereo unspecified)
    -6% | 5% | -2% | 2% | 10% | 4 | 3% | -10% | 0% | 0.8% | .
CN1CCC(N(C)C(=O)c2ccccc2F)CC1
    2% | -1% | -8% | 0% | 12% | -1 | 2% | -19% | 1% | 0.1% | 2%
CCCCOC(=O)Nc1nnc(C(C)C)s1
    3% | -6% | ? | 3% | 28% | 7 | ? | -13% | 5% | 0.0% | 0%
CC12CCC(=O)N1C(C(=O)Nc1ccccc1N1CCOCC1)CS2 (stereo unspecified)
    3% | 0% | -12% | 4% | 8% | 9 | 3% | -7% | 20% | -0.7% | 1%
O=c1c(Cc2c(F)cccc2Cl)c(O)ccn1CC1CCCO1 (stereo unspecified)
    0% | 0% | 0% | 1% | -3% | -1 | 6% | -3% | -1% | -0.1% | -3%
N#CC(C#N)=C1C=CC=CN1/C(=C\c1ccccc1)C(=O)c1cccs1
    3% | -21% | -10% | 22% | -4% | -6 | -3% | -2% | 12% | 4.7% | -10%
CCN(CC(=O)Nc1ccc(NC(C)=O)cc1)CC(=O)Nc1ccc(F)c(Cl)c1
    -2% | 0% | -25% | -4% | -4% | -1 | -7% | -5% | 32% | 0.0% | -1%
CCN(CC)Cc1c(O)ccc2c(=O)c(-c3ccc(Cl)cc3)coc12
    -1% | -1% | 25% | 68%[activator] | . | 2 | 0% | 11% | -23% | -0.1% | -3%
COC(=O)c1c(-c2ccsc2)oc2ccc(-c3cc(OC)c(OC)c(OC)c3)cc12
    . | 18% | -21% | -17% | . | . | . | . | 8% | . | -3%
Cn1cccc1C(=O)OCC(=O)Nc1cc(C(C)(C)C)nn1-c1ccccc1
    0% | -2% | -31% | 0% | -7% | 2 | -5% | -20%[15.4 µM] | -8% | -0.1% | -7%
Cc1ccc(/C=C2\SC(=S)N(CCC(=O)NNC(=O)c3ccccc3O)C2=O)cc1
    4% | -3% | -52% | -2% | -2% | -1 | ? | -10% | -67%[inhibitor] | 0.5% | -1%
O=C(NNS(=O)(=O)c1ccc(Br)cc1)c1ccncc1
    0% | . | -14% | 4% | 5% | 1 | 2% | -3% | -12% | -0.3% | -4%
COc1cc(/C=C2\SC(=Nc3ccc(N4CCOCC4)cc3)N(C)C2=O)ccc1OC(C)C(=O)O (stereo unspecified)
    2% | 8% | 7% | -1% | 2% | -6 | 3% | -7% | 10% | 0.2% | -5%
Cc1cccc(C(=O)OCC(=O)N2CCCC2=O)c1O
    0% | 5% | -19% | 0% | -2% | 13 | -2% | -1% | 2% | -0.7% | 0%
CCN1CCN(c2c(C(=O)c3ccc(OC)cc3)cnc3ccccc23)CC1
    -1% | 0% | 1% | 0% | -2% | 7 | 2% | 6% | -14% | 0.0% | -2%
COc1ccc(S(=O)(=O)N(CC(N)=O)C2CCCCC2)cc1Cl
    5% | -5% | -6% | -3% | -1% | -2 | 2% | -13% | -3% | 0.1% | -1%
CC(=O)N1CSCC1C(=O)NNS(=O)(=O)c1ccccc1 (stereo unspecified)
    -1% | -1% | 1% | -5% | 4% | 1 | 1% | -21% | 2% | -0.1% | 1%
O=C(CNC(=O)c1ccc(Br)o1)NNC(=O)c1ccccc1F
    0% | -3% | 5% | 4% | 2% | -1 | 9% | 21% | -1% | -0.3% | -1%
COc1ccc(Cl)cc1C(=O)NNC(=O)COC(=O)CCN=C1NS(=O)(=O)c2ccccc21
    -2% | 0% | -6% | -1% | 2% | -4 | -2% | 7% | 15% | 0.1% | 2%
CCCCNC(=O)Nc1ccc(Br)cn1
    4% | -6% | ? | -2% | 4% | 16 | ? | 14% | -26% | -0.3% | -10%
CCCC(c1nnnn1Cc1ccc(F)cc1)N1CCN(C2CCCCC2)CC1 (stereo unspecified)
    3% | 3% | -16% | 0% | -21% | 0 | -7% | -13% | -23% | -0.1% | -6%
Cc1cccc(Nc2nc(C)cc(C)c2C#N)c1
    1% | -32% | -43% | 4% | 14% | 3 | 0% | 5% | -2% | -0.7% | -1%
O=C(NC1CCCC1)C(=O)c1c[nH]c2ccccc12
    -1% | 5% | 11µM* | -3% | 25% | -2 | 28% | -2% | 3% | 0.0% | -2%
